GSK3beta inhib: inhibitors of human GSK3beta kinase; 0.038% of 300,000 active; P49841; GST-GSK3beta kinase, ADP-Glo luminescence, 60 min; hits give low values; activity score (negative = inhibition), % at 10 µM; AID 2097;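 active means more than half of replicate wells score below -50%, meaning over 50% inhibition versus plate controls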;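 further: 0% = median DMSO wells and -100% = median GW8510 positive control wells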
Target sequence (P49841 whole entry, looked up): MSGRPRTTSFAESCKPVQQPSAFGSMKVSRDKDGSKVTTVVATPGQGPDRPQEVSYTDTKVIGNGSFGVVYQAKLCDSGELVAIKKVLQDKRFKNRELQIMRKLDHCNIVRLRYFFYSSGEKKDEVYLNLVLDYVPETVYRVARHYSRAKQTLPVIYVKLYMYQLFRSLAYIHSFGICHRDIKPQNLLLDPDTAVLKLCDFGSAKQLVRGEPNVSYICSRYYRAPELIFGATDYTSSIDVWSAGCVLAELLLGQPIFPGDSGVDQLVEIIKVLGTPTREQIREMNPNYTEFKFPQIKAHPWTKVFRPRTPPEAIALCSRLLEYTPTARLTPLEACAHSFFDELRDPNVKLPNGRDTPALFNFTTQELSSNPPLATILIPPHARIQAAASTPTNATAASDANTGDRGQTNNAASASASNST
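Assay system: GST-tagged human GSK3beta kinase, cell-free; Input: 1.6 ng GSK3beta; Medium: Tris/MgCl2 kinase buffer; Timing: 60 min enzyme reaction, room temperature; Signal: ADP-Glo luminescence quantifying ADP generated by kinase; Evaluation: score relative to plate controls; Benchmarks: DMSO neutral wells and GW8510 at 20 µM as positive.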
HSF1 inhib: HSF1 inhibition; NIH3T3-HGL HSE-luciferase, MG132-induced, luminescence 8 h; hits give low values; activity change, negative = inhibition, % at 7.5 µM (by protocol); 0.77% of 300,000 active;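 active means more than half of replicate wells show activity change below -50%, luminescence cut by over half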;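 further: luciferase reports HSF-1 transcriptional activity via heat shock element; 0% = median of DMSO wells and -100% = zero luminescence signal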
KLF5 inh: inhibitors of KLF5 expression. 0.23% of 290,000 active. inhibition, % at 5 µM. DLD-1 KLF5 promoter-luciferase reporter, luminescence;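 active means inhibition above a per-plate limit of that plate's mean compound inhibition plus 3 SD, cut at about 60% in these data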;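 further: 0% = DMSO wells and 100% = LY294002 at 200 µM; higher means less KLF5 promoter-driven luciferase light; inactives centre near -14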
HIF activator: HIF pathway transcriptional activation | U2OS HRE-luciferase reporter, luminescence; normalized: DMSO 0%, desferrioxamine 100% | 0.32% of 300,000 active | activation, % at 7.5 µM (by protocol);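 active means mean activation of at least 10% of the iron chelator positive control signal, with at least half of replicates also reaching 10%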
GSK3A inh: blocks human GSK-3 alpha kinase | P49840 | ADP-Glo luminescence, 60 min | inhibition, % at 10 µM | 0.1% of 320,000 active;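 in the data active means inhibition above about 50%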;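 further: GST-tagged GSK-3 alpha with peptide substrate and 25 µM ATP; 0% = DMSO neutral wells and 100% = GW8510 positive control wells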
Target sequence (P49840 whole entry, looked up): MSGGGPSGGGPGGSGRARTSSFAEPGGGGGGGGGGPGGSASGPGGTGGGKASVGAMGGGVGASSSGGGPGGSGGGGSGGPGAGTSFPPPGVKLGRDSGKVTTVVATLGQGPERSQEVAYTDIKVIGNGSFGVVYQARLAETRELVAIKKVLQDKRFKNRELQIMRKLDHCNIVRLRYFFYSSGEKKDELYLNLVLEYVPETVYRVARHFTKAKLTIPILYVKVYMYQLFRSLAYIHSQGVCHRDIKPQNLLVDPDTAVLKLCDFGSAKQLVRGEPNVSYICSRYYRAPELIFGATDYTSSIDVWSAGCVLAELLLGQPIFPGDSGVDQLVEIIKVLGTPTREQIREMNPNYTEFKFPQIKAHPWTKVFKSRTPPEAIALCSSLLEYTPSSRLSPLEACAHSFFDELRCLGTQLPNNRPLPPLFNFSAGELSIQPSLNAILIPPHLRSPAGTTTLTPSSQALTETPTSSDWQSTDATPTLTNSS
AI-2 QS mod: modulates the Vibrio harveyi AI-2 quorum sensing system | AID 2094 | Vibrio harveyi JMH597 AI-2 luminescence/OD600 ratio, 9 h; hits give low values; strain lacks LuxN and CqsS sensors; 0 = neutral-control median | 0.4% of 300,000 active | activity change, % at 7.5 µM; in the data active means activity change below about -75%, passing the limit was not always enough;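 further: luminescence divided by OD600 gain over 9 h not by final OD600 alone; inactives centre near 13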
HSF-1 act: increases HSF-1 driven luciferase reporter signal; activation, % at 9 µM; NIH3T3-HGL HSF-1 luciferase reporter, MG132, 8 h; 100% = twice DMSO control signal; 1.7% of 300,000 active;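 active means mean replicate activation of at least 50% with a set share of replicates each reaching 50%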;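 further: 0% = median of the neutral control wells and 100% = twice that signal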
IEC-6 cytotox: kills IEC-6 intestinal cells in KLF5 counter-screen; inhibition, % at 5 µM; IEC-6 cytotoxicity, luminescence viability; 0.78% of 290,000 active; in the data active means inhibition above about 22%;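 further: 0% = plate median of test compound wells and 100% = cytotoxic reference compound wells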
HSP90 inh: inhibitors of HSP90 luciferase refolding in rabbit reticulocyte lysate. luciferase refolding luminescence, 3 h. inhibition, % at 5.6 µM. 0.91% of 290,000 active;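 active means inhibition above the screen-wide mean plus 3 SD, computed separately per campaign, cut at about 16% in these data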;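 further: 0% = DMSO wells and 100% = 60 µM geldanamycin wells; inhibitors lower the luminescence because luciferase stays unfolded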
aSyn UTR inh: MLPCN primary screen, SNCA 5' untranslated region; alpha-synuclein 5'UTR reporter, inhibitor activity; inhibition, % (tested at 7.5 µM); 0.82% of 300,000 active; in the data active means inhibition above about 60%;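 further: H4 neuroglioblastoma cells stably carrying SNCA 5'UTR luciferase fusion; 0% = DMSO wells and 100% = positive control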
* hit, by the source's call.

`CC1OC(OC2C(OC3C(O[C@H]4CC[C@]5(C)C6C=C[C@]78OC[C@@]9(CC[C@@H](C)[C@H](C)C97)[C@H](O)C[C@@]8(C)[C@]6(C)CC[C@H]5C4(C)C)OC(C)C(O)C3O)OC(CO)C(O)C2O)C(O)C(O)C1O` (some centres undefined) gave GSK3beta inhib 1, HSF1 inhib -35, HIF activator -3.1, AI-2 QS mod 3, HSF-1 act -34 and aSyn UTR inh 35.
`COCCNC(=O)C1(C(F)(F)F)CC(CCCO)CCCO1` (centres undefined) gave GSK3beta inhib -2, HSF1 inhib 1, HIF activator 0.3, GSK3A inh -2, AI-2 QS mod 4, HSF-1 act -8 and aSyn UTR inh -2.
Screening N=C1SCC(=O)N1c1ncc(Cc2cccc(Cl)c2)s1 returned GSK3beta inhib 4, HSF1 inhib 4, KLF5 inh -30, HIF activator -0.6, AI-2 QS mod 2, HSF-1 act 28, IEC-6 cytotox -12, HSP90 inh -4 and aSyn UTR inh 17.
For Nc1c(C(=O)NCCc2ccc(Cl)cc2)sc2ccc(S(=O)(=O)N3CCCCC3)cc12 the results were GSK3beta inhib 0, HSF1 inhib 36, KLF5 inh -19, HIF activator 0.1, GSK3A inh -1, AI-2 QS mod 20, HSF-1 act 63*, IEC-6 cytotox -2, HSP90 inh 0 and aSyn UTR inh 6.
Screening CCN(CC(=O)NC)S(=O)(=O)c1ccc(Br)cc1 returned GSK3beta inhib -2, HSF1 inhib 2, KLF5 inh -27, HIF activator 0.4, GSK3A inh 1, AI-2 QS mod 13, HSF-1 act 15, IEC-6 cytotox 2, HSP90 inh 3 and aSyn UTR inh 6.
O=C(c1ccc(S(=O)(=O)N2CCCC2)cc1)N1CCN(S(=O)(=O)c2cccc(F)c2)CC1 was read as GSK3beta inhib 3, HSF1 inhib -5, KLF5 inh -1, HIF activator 0.3, AI-2 QS mod 5, HSF-1 act 0, IEC-6 cytotox 1, HSP90 inh 0 and aSyn UTR inh 13.
Screening COc1ccc(OC)c(/C=N/NC(=O)CC(=O)NC2CCCCC2)c1 returned GSK3beta inhib 0, HSF1 inhib -3, KLF5 inh -36, HIF activator -0.1, GSK3A inh 0, AI-2 QS mod 10, HSF-1 act 2, IEC-6 cytotox -5, HSP90 inh -5 and aSyn UTR inh 0.
Clc1ccc2nc3ccccn3c2c1 was read as GSK3beta inhib -23, HSF1 inhib 5, KLF5 inh -30, HIF activator 0.8, GSK3A inh 3, AI-2 QS mod 12, HSF-1 act 2, IEC-6 cytotox 1, HSP90 inh 0 and aSyn UTR inh -15.
CCC(=O)Nc1ccc2c(c1)C(=O)N(C)C2=O was read as GSK3beta inhib 0, HSF1 inhib -4, KLF5 inh -10, HIF activator -0.2, GSK3A inh 2, AI-2 QS mod 12, HSF-1 act -12, IEC-6 cytotox -1, HSP90 inh 1 and aSyn UTR inh -2.
`CCOC(=O)Cn1nnc2c(sc3nc4c(c(-c5ccc(Cl)cc5)c32)CCC4)c1=O` gave GSK3beta inhib -6, HSF1 inhib -6, KLF5 inh 4, HIF activator -0.2, GSK3A inh 9, AI-2 QS mod -1, HSF-1 act 22, IEC-6 cytotox 5, HSP90 inh 0 and aSyn UTR inh 18.
`CCN(C1CCS(=O)(=O)C1)S(=O)(=O)c1cccc([N+](=O)[O-])c1` (centres undefined) gave GSK3beta inhib -1, HSF1 inhib -3, KLF5 inh -33, HIF activator -0.2, GSK3A inh -3, AI-2 QS mod 23, HSF-1 act -21, IEC-6 cytotox 2, HSP90 inh 3 and aSyn UTR inh -1.
`N#C/C(=C\c1ccc[nH]1)C(=O)Nc1ccccc1Cl` gave GSK3beta inhib 1, HSF1 inhib 7, KLF5 inh -99, HIF activator 3.1, GSK3A inh 1, AI-2 QS mod 21, HSF-1 act 28, IEC-6 cytotox 10, HSP90 inh -6 and aSyn UTR inh -29.
`CC(C)NC(=O)C(=O)NCCCOC(C)C` gave GSK3beta inhib 2, HSF1 inhib -6, KLF5 inh -18, HIF activator -4.8, GSK3A inh 1, AI-2 QS mod 3, HSF-1 act 15, IEC-6 cytotox -2, HSP90 inh -2 and aSyn UTR inh -7.
Screening O=C1N[C@H](Cc2ccccc2)CO1 returned GSK3beta inhib 0, HSF1 inhib -6, HIF activator -0.9, GSK3A inh -3, AI-2 QS mod 22, HSF-1 act -7 and aSyn UTR inh 14.
Screening O=C(NC(=S)NCc1ccco1)c1ccc(Br)cc1 returned GSK3beta inhib 0, HSF1 inhib 11, KLF5 inh -5, HIF activator 1.3, GSK3A inh -1, AI-2 QS mod 13, HSF-1 act 28, IEC-6 cytotox 7, HSP90 inh -4 and aSyn UTR inh -27.
`O=C(c1cc(N2CCOCC2)c(F)cc1[N+](=O)[O-])N1CCOCC1` gave GSK3beta inhib -7, HSF1 inhib -5, KLF5 inh 13, HIF activator -1.0, GSK3A inh -1, AI-2 QS mod 12, HSF-1 act 6, IEC-6 cytotox 2, HSP90 inh -1 and aSyn UTR inh -5.
Screening COc1ccc(CNC(=O)NS(=O)(=O)c2ccc(C)cc2)cc1 returned GSK3beta inhib 0, HSF1 inhib 0, HIF activator -0.8, GSK3A inh -5, AI-2 QS mod 30, HSF-1 act -4 and aSyn UTR inh -13.
For COc1cccc(C(=O)NC23CC4CC(CC(C4)C2)C3)c1 the results were GSK3beta inhib 3, HSF1 inhib 11, KLF5 inh -36, HIF activator 1.3, GSK3A inh 0, AI-2 QS mod 10, HSF-1 act 9, IEC-6 cytotox 2, HSP90 inh -3 and aSyn UTR inh -54.
For CCC(CC)c1nnc(NC(=O)C2CC(=O)N(C3CCCC3)C2)s1 (centres undefined) the results were GSK3beta inhib 1, HSF1 inhib 2, KLF5 inh -24, HIF activator -0.4, GSK3A inh -1, AI-2 QS mod 16, HSF-1 act -9, IEC-6 cytotox -2, HSP90 inh -2 and aSyn UTR inh -17.
Screening O=C(NCCOc1ccc(F)cc1)C1CCC(=O)N(CCCN2CCCC2=O)C1 (centres undefined) returned GSK3beta inhib 0, HSF1 inhib 0, KLF5 inh -5, HIF activator -0.3, GSK3A inh -1, AI-2 QS mod -2, HSF-1 act 12, IEC-6 cytotox 2, HSP90 inh -4 and aSyn UTR inh -4.
For CCn1nc(C)c(/C=N\NC(=O)c2ccc3c(c2)OCO3)c1C the results were GSK3beta inhib 1, HSF1 inhib 1, KLF5 inh -55, HIF activator 1.6, GSK3A inh 0, AI-2 QS mod 24, HSF-1 act 1, IEC-6 cytotox 0, HSP90 inh 3 and aSyn UTR inh -7.
For COc1ccc(Cl)cc1NC(=O)COC(=O)CCCC1=NS(=O)(=O)c2ccccc2N1 the results were GSK3beta inhib -3, HSF1 inhib 1, KLF5 inh -12, HIF activator 0.4, GSK3A inh 1, AI-2 QS mod 16, HSF-1 act 4, IEC-6 cytotox 2, HSP90 inh -2 and aSyn UTR inh -13.
Screening CC(=O)c1c(C)[nH]c(C(=O)COC(=O)CNS(=O)(=O)c2ccccc2)c1C returned GSK3beta inhib 0, HSF1 inhib -1, KLF5 inh 3, HIF activator 0.2, GSK3A inh -1, AI-2 QS mod 9, HSF-1 act -5, IEC-6 cytotox -5, HSP90 inh 3 and aSyn UTR inh -13.
`O=S(=O)(Nc1ccc(N2CCOCC2)cc1)c1c(F)cc(F)cc1Br` gave GSK3beta inhib -1, HSF1 inhib -18, KLF5 inh -21, HIF activator -0.2, GSK3A inh 0, AI-2 QS mod 7, HSF-1 act -26, IEC-6 cytotox 0, HSP90 inh 1 and aSyn UTR inh 21.
Screening COc1ccc(Cl)cc1C(=O)NNC(=S)NC(=O)c1cc(-c2ccc(Cl)cc2)nc2ccccc12 returned GSK3beta inhib 1, HSF1 inhib -16, KLF5 inh -5, HIF activator -0.7, GSK3A inh -1, AI-2 QS mod 9, HSF-1 act -11, IEC-6 cytotox -5, HSP90 inh 0 and aSyn UTR inh 17.
`Cc1ccc(Cn2ccsc2=NC(=O)COC(=O)c2ccc(NC(=O)CC#N)cc2)cc1` gave GSK3beta inhib -3, HSF1 inhib 3, HIF activator -0.1, GSK3A inh -3, AI-2 QS mod 19, HSF-1 act -2 and aSyn UTR inh 2.
Screening Cc1ccccc1CSc1[nH]c(=O)ncc1C returned GSK3beta inhib -1, HSF1 inhib -4, KLF5 inh -18, HIF activator -0.4, GSK3A inh -3, AI-2 QS mod 25, HSF-1 act -1, IEC-6 cytotox -9, HSP90 inh -1 and aSyn UTR inh -7.
For Cc1ccc(C)c(N2CCN(C(=O)Cn3ncn4cccc4c3=O)CC2)c1 the results were GSK3beta inhib 5, HSF1 inhib -3, KLF5 inh -23, HIF activator -0.3, GSK3A inh 0, AI-2 QS mod 10, HSF-1 act 5, IEC-6 cytotox 12, HSP90 inh 2 and aSyn UTR inh 15.
`CS(=O)(=O)N(CC(=O)N1CCOCC1)c1cc(Cl)ccc1Cl` gave GSK3beta inhib 0, HSF1 inhib -5, KLF5 inh -11, HIF activator 0.8, GSK3A inh -3, AI-2 QS mod 9, HSF-1 act -8, IEC-6 cytotox 6, HSP90 inh 3 and aSyn UTR inh 4.
`CN1CCN(CCP(=O)(c2ccccc2)c2ccccc2)CC1` gave GSK3beta inhib -1, HSF1 inhib -5, KLF5 inh 19, HIF activator 0.7, GSK3A inh -2, AI-2 QS mod 5, HSF-1 act 7, IEC-6 cytotox 4, HSP90 inh 0 and aSyn UTR inh 0.
For c1coc(-c2nn3c(-c4ccco4)nnc3s2)c1 the results were GSK3beta inhib 0, HSF1 inhib 13, KLF5 inh 10, HIF activator 0.2, GSK3A inh -2, AI-2 QS mod 11, HSF-1 act 43, IEC-6 cytotox -10, HSP90 inh -4 and aSyn UTR inh -11.
O=C(O)CC1c2ccccc2CCN1S(=O)(=O)c1ccccc1 (centres undefined) was read as GSK3beta inhib 0, HSF1 inhib -4, HIF activator -0.8, GSK3A inh -2, AI-2 QS mod 2, HSF-1 act -17 and aSyn UTR inh 1.
`Oc1ccc(NC(=S)Nc2ccc(O)cc2)cc1` gave GSK3beta inhib 3, HSF1 inhib -12, KLF5 inh -10, HIF activator -0.5, GSK3A inh 0, AI-2 QS mod -5, HSF-1 act 18, IEC-6 cytotox -1, HSP90 inh -1 and aSyn UTR inh -3.
Screening COC(=O)CC1=C(C(=O)OC)C(c2cccs2)C(C#N)=C(N)O1 (centres undefined) returned GSK3beta inhib 0, HSF1 inhib 4, KLF5 inh -18, HIF activator 0.2, AI-2 QS mod 7, HSF-1 act 4, IEC-6 cytotox -3, HSP90 inh -1 and aSyn UTR inh 4.
`CCOC(=O)c1[nH]c(C)c(C(=O)OCC(=O)N2CCc3ccccc32)c1C` gave HSF1 inhib -7, KLF5 inh -14, HIF activator 1.9, GSK3A inh -3, HSF-1 act -2, IEC-6 cytotox 0, HSP90 inh -3 and aSyn UTR inh 33.

2 compounds picked at random from those above:
`CCOC(=O)c1[nH]c(C)c(C(=O)OCC(=O)N2CCc3ccccc32)c1C` gave HSF1 inhib -7, KLF5 inh -14, HIF activator 1.9, GSK3A inh -3, HSF-1 act -2, IEC-6 cytotox 0, HSP90 inh -3 and aSyn UTR inh 33.
`Cc1ccc(Cn2ccsc2=NC(=O)COC(=O)c2ccc(NC(=O)CC#N)cc2)cc1` gave GSK3beta inhib -3, HSF1 inhib 3, HIF activator -0.1, GSK3A inh -3, AI-2 QS mod 19, HSF-1 act -2 and aSyn UTR inh 2.
